# PTHR1 ag = PTHR1 (human) receptor agonism; Q03431; HEK293 GP2 PTHR1 cells, GloSensor cAMP luminescence, 1 h; Potency, µM (top dose mostly 115 µM), inactives show at the top dose activation, usual class: activators; actives 0.075% (n = 410,000); AID 743266; further: potency means the concentration at half of the fitted maximal effect; nearly all actives have a fitted effect of over 55% in size; some results filed as inactive show a strong effect at the top dose; inactives centre near -15; many of its hits are not listed in these tables
# Target sequence (Q03431 whole entry, looked up): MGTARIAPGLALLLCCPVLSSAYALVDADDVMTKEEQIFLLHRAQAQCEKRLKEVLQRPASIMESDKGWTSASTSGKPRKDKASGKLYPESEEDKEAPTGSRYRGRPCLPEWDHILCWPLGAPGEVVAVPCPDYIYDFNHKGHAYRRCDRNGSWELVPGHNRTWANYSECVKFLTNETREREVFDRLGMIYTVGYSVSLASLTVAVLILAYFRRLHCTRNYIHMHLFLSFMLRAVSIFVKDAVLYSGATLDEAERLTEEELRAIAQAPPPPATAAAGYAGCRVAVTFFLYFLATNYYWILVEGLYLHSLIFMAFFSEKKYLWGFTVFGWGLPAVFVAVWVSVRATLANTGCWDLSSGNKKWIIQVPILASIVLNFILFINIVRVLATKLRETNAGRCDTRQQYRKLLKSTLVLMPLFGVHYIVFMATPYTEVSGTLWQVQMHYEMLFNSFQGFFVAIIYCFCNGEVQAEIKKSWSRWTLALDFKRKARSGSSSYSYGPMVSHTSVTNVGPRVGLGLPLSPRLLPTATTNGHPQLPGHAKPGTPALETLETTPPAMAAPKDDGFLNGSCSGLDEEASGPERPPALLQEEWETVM
#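 HEK-293-derived GP2 cells expressing PTHR1 and a GloSensor cAMP reporter, 3,000/well, plated overnight, given luciferin plus IBMX (each 0.5 mM as added) for 1 h at 37 °C, then compound for 1 h at 37 °C. Luminescence was read after 15 min at room temperature.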
# aSyn yeast inh = inhibitors of alpha-synuclein toxicity in yeast. Yeast expressing alpha-synuclein, growth rescue, BacTiter-Glo, 24 h. Potency, µM (highest dose often 46.1 µM), for inactives: at the highest dose growth rescue (activation), most hits filed as activators. actives 0.14% (n = 370,000); further: potency means the concentration at half of the fitted maximal effect; % of control where 0% means no effect; nearly all actives have a fitted effect of over 65% in size
#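 Readout is rescue of growth in alpha-synuclein-expressing yeast, so inhibitors of toxicity appear as activators. Growth after 24 hr at 30 deg C in galactose medium is quantified by luminescence.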
# TDP43 rescue = rescues yeast growth from TDP-43 toxicity | TDP-43 expressing yeast growth rescue, BacTiter-Glo, 24 h | Potency, µM (series often up to 46.1 µM), inactives show at the highest dose growth rescue (activation), most hits filed as activators | actives 1.8% (n = 410,000); further: potency means the concentration at half of the fitted maximal effect; % of control where 0% means no effect; nearly all actives have a fitted effect of over 50% in size
#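 Growth rescue of TDP-43-toxic yeast measured as ATP luminescence (BacTiter-Glo). Cells grown to mid-log in raffinose, induced in galactose at OD600=0.02, exposed to compound 24 hr at 30 deg C.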
# GLP-1R inv ag = GLP-1 receptor (human) inverse agonism. AID 624417. actives 1.6% (n = 410,000). HEK293 GLP-1R CRE-luciferase, luminescence, 24 h; GLP-1R form is constitutively active. P43220. Potency, µM (top dose mostly 38.3 µM), for the others: at the top dose activity change, negative = inhibition, most hits filed as inhibitors; further: potency means the concentration at half of the fitted maximal effect; on the % scale 0 is the no-effect control and ±100 the full control effect; nearly all actives have a fitted effect of over 55% in size
#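 HEK293 cells stably co-expressing constitutively active GLP-1R and a cAMP-responsive luciferase reporter were seeded in DMEM with 10% Nu serum, given compounds after 12 h, and incubated 24 h at 37 deg C. Luminescence was then read.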
# DRD3 antagonist = blocks the human D3 dopamine receptor; P35462; actives 2.5% (n = 360,000); max response, negative = inhibition, %; D3R cells, DiscoveRx beta-arrestin luminescence, antagonist mode; hits give low values; in the data active means max response below about -50%; inconclusive means no clear call, values can overlap the other calls; further: on the % scale 0 is the no-effect control and ±100 the full control effect; mostly tested at two doses, the higher about 12 µM
# Target sequence (P35462 whole entry, looked up): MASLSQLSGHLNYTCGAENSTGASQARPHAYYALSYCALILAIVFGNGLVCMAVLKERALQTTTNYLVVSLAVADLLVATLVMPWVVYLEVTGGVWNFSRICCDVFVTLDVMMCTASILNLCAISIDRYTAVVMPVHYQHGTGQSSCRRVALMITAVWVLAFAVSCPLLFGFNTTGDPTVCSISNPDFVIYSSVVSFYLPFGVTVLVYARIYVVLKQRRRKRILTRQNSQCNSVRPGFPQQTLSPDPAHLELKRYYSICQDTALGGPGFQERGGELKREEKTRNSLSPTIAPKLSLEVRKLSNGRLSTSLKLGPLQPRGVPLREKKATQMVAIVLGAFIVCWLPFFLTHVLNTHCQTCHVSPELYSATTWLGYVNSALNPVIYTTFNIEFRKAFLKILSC
#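 Cells plated overnight at 1500 cells/well, then exposed to library compounds with dopamine controls for 90 minutes at 37 degrees C. DiscoveRx reagent added for 30–60 minutes at room temperature; luminescence read, quantitative HTS format.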
# GLP-1R agonist = GLP-1 receptor (human) agonism; P43220; HEK293 GLP-1R CRE-luciferase, luminescence, 4-6 h; cells express a hypersensitive GLP-1R form; Potency, µM (series often up to 45.6 µM), for inactives: at the highest dose activation, most hits filed as activators; actives 0.007% (n = 380,000); AID 624172; further: potency means the concentration at half of the fitted maximal effect; % of control where 0% means no effect
# FUS suppressor = FUS proteinopathy suppression in yeast | S. cerevisiae FUS-expressing, growth rescue, OD600, 24 h | Potency, µM (series often up to 76.6 µM), for the others: at the highest dose growth rescue (activation), most hits filed as activators | actives 0.24% (n = 390,000) | AID 1347120;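 further: potency means the concentration at half of the fitted maximal effect; plate controls were DMSO vehicle for no effect and reference control for full effect; nearly all actives have a fitted effect of over 55% in size; some results filed as inactive show a strong effect at the top dose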
#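 Steps: raffinose overnight preculture; dilution to OD 0.005 in 2% galactose minimal medium; compound addition (concentration series); 24hr at 30C, 99% humidity; absorbance read at 600 nm.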
# Akt phos inh = Akt phosphorylation inhibition; Neuro2A IGF-stimulated pAkt S473 HTRF, 20 min; hits give low values; activity change, % for hits at 50 µM; actives 0.32% (n = 360,000); in the data active means activity change below about -80%; inconclusive means mostly about -51% to -80%; further: on the % scale 0 is the no-effect control and ±100 the full control effect
#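 Neuro2A cells in DMEM with 0.5% FBS, overnight at 37 deg C, given compound at single 50 µM final, then IGF (6 nM final) for 20 min at 37 deg C. Lysed; phospho-Akt Ser473 by HTRF after 24 h, 665/615 ratio.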
# Abeta yeast res = A-beta toxicity reversal in yeast | yeast expressing A-beta42, growth rescue, OD600, 48 h; response scale: 0% DMSO, 100% iron-clioquinol control | AID 1347071 | Potency, µM (top dose mostly 46.1 µM), for the others: at the top dose growth rescue, usual class: activators | actives 0.063% (n = 410,000); further: potency means the concentration at half of the fitted maximal effect; nearly all actives have a fitted effect of over 55% in size
#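 Yeast A-beta toxicity model in growth medium with pinned compounds, 48 h at 30 C; growth read as absorbance at 600 nm. Normalized to FeCl3/clioquinol equimolar mix (positive) and DMSO (negative).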
# Active calls of the source: *; i = inactive; ? = inconclusive; . = not tested or not shown; [ ] = another dose, or the depositor's remark. Unless noted, the call rests on the fitted dose curve; in most records, active means well fitted curve in the direction sought with a large enough effect; inconclusive means small, poorly fitted or top-dose-only effect, or another doubt; inactive means no such curve, though single readings can be large; an effect the other way counts as inactive or inconclusive. A portion of the library, so the mix of outcomes need not match the whole.
SMILES,PTHR1 ag,aSyn yeast inh,TDP43 rescue,GLP-1R inv ag,DRD3 antagonist,GLP-1R agonist,FUS suppressor,Akt phos inh,Abeta yeast res
COC(=O)c1ccc(N2C(c3cc(OC)cc(OC)c3)=Cc3ccc(-c4ccc(C(N)=O)cc4)cc3C2CC(=O)C2CC2)cc1 (stereo unspecified),i,12%,24%,-7%,38,9%,39%,i,-5%
OCC1(Cc2ccccc2)CCN(Cc2cnn(-c3ccccc3F)c2)CC1,i,2%,21%,?,?,-1%,-8%,i,5%
CCn1cc2c(n1)-c1c(oc(C(=O)Nc3cccc(C(F)(F)F)c3)c1C)CC2,i,.,9%,2%,.,.,-7%,.,1%
O=C(O)c1cc([N+](=O)[O-])cc([N+](=O)[O-])c1N1CCN(c2cccc(C(F)(F)F)c2)CC1,i,-12%,-3%,?,-7,-1%,-24%,i,-2%
CCCn1c2ccccc2c2cnn(CC(=O)NCC3CCN(Cc4ccc(C)cc4)CC3)c(=O)c21,-10%,.,-16%,?,.,.,0%,.,-9%
Cc1cc(=O)oc2cc(OC(C)C(=O)Nc3ccc(N4CCOCC4)cc3)ccc12 (stereo unspecified),-3%[57.5 µM],-1%,-19%,0%,-14,2%,20%,i,9%
O=C(Cc1ccc(-n2cccc2)cc1)NC1CCCCC1,-2%,-4%,6%,?,-9,-14%,-20%,i,10%[9.22 µM]
CCCCCCC(C)n1[nH]c(=O)c2c(C)cc(=O)[nH]c21 (stereo unspecified),-80%[inhibitor],-3%,-28%,12%,7,-11%,20%,i,-8%
COc1ccc(C2CC(c3ccc(Cl)cc3Cl)n3nc(N)nc3N2)cc1 (stereo unspecified),i,1%,0%,-24%,-23,8%,15%,i,6%
CN(/C(=N\S(=O)(=O)c1ccccc1)c1ccccc1)c1ccc(O)cc1,-5%,3%,13%,-6%,21,-2%,-38%,i,-1%
CCc1ccc(NC(=O)c2sc3nc4n(c(=O)c3c2C)CCC4)cc1,-14%,-3%,?,10%,-5,-6%,30%,i,.
CCOC(=O)N1CCN(C(=O)C2CCN(S(=O)(=O)c3c(C)cc(C)cc3C)CC2)CC1,-73%[inhibitor],6%,-12%,-8%,15,5%,35%,i,?
COc1cc(OC)nc(Oc2ccccc2C=O)n1,i,8%,13%,?,7,3%,-13%,i,-10%
COc1c2ccccc2nc2ccccc12,-17%,-28%,15%,90%[activator],0,5%,-5%,i,-21%
COc1cccc(N2CCN(C(=O)CCCCCn3c(=O)[nH]c4ccccc4c3=O)CC2)c1,-15%,.,13%,-15%,.,.,17%,.,0%
O=C(CSc1nc2ncc(Br)cc2[nH]1)Nc1ccc2c(c1)OCO2,-29%,-3%,15%,24%,53,16%,-27%,i,-11%
CCSc1nc2c(cnn2-c2ccc(C)cc2)c(=O)[nH]1,-18%,-2%,16%,90%[activator],12,11%,11%,i,-4%
O=C(COC(=O)c1ccc(Br)o1)Nc1ccc2c(c1)OCCO2,i,1%,-9%,2%,4,0%,.,i,18%
S=c1[nH]c2ccccc2n1CCOc1ccccc1,-6%,13%,?,?,4,7%,0%,i,11µM*
Cc1cccc(NC(=O)COC(=O)C(NC(=O)c2cccc(S(=O)(=O)N3CCOCC3)c2)C(C)C)c1 (stereo unspecified),-8%,-2%,15%,3%,9,-4%,.,i,3%
Cc1noc(C)c1CSCC(=O)OCC(=O)NC1CCCCC1,i,-10%,-5%,9%,-11,-8%,-14%,i,7%
Cc1nn(-c2ccccc2)nc1C(N)=O,i,22%,4%,17%,-9,28%,3%,i,3%
Cc1ccc(/C=C2\SC(=S)N(CCCC(=O)Nc3ccc(O)cc3)C2=O)cc1,11%,0%,-12%,?,10,6%,-4%,i,-6%
CCSc1nc2c(c(=O)n(C)c(=O)n2C)n1Cc1ccc(Cl)cc1,-24%,20%,-1%,-11%,1,0%,-9%,i,-9%
Nc1[nH]c(=S)[nH]c(=O)c1-c1ccccc1,i,11%,-7%,-1%,-56*,1%,10%,i,0%
# The list goes on.
SMILES,PTHR1 ag,aSyn yeast inh,TDP43 rescue,GLP-1R inv ag,DRD3 antagonist,GLP-1R agonist,FUS suppressor,Akt phos inh,Abeta yeast res
O=C1c2ccccc2C(=O)N1CCc1nn[nH]n1,-11%[57.5 µM],6%,-13%,25%,15,-3%,-18%,i,4%
Cc1cc(C(=O)CSc2nnc(-c3ccccc3)n2-c2ccccc2)c(C)n1-c1ncn[nH]1,-21%,7%,2%,-9%,12,-2%,?,i,5%
CC1(C)Cc2c(sc(/N=C/N3CCOCC3)c2C#N)C(C)(C)N1,i,-14%,8%,0%,7,7%,.,i,-7%
CCSC1=C(C#N)C2(CCCCC2)C(C#N)=C(N)N1,-3%,2%,19%,-11%,24,17%,-12%,i,17%
CC(C)(C)NC(=O)C(OC(=O)c1ccco1)c1ccccc1F (stereo unspecified),i,7%,23%,-1%,18,1%,-26%,i,13%
O=C(COc1ccc(S(=O)(=O)N2CCOCC2)cc1)Nc1cccc([N+](=O)[O-])c1,-10%,-2%,-10%,-22%,-29,8%,-12%,i,-11%
Cc1ccc(C(=O)Cn2nnc(-c3ccccc3-n3cnnn3)n2)cc1,i,-2%,-20%,4%,11,3%,7%,i,16%
CCCc1ccc(-c2cc(C(=O)NC3=NCCS3)c3ccccc3n2)cc1,-29%,-31%[inhibitor],4%,21%,-5,-2%,21%,i,-62%[inhibitor]
Cn1nccc1NC(=O)c1nccnc1C(=O)O,i,7%,16%,7%,-4,-6%,8%,i,6%
N#CC(c1ccccc1)c1ccc(C(=O)c2ccc(F)cc2)cc1 (stereo unspecified),-9%[57.5 µM],-1%,27%,?,?,24%,7%,.,-12%
O=C(OCC1OC(n2ccc(=O)[nH]c2=O)C(Cl)C1O)c1ccccc1 (stereo unspecified),i,3%,-15%,-5%,13,1%,15%,i,-8%
COCCCNc1nc2ccccc2nc1NS(=O)(=O)c1cccc(Cl)c1,-16%,8%,-1%,11%,-6,-5%,-31%,i,-6%
CC(C)(CN1CCCC1)NS(=O)(=O)c1ccc(Cl)cc1,-7%,-1%,0%,7%,0,7%,19%,i,4%
O=C(Cn1cc(S(=O)(=O)Cc2ccccc2)c2ccccc21)N1CCOCC1,i,-10%,17%,15%,20,-1%,6%,i,-4%
CN1c2ccc(Cl)cc2-c2nc(SCC(=O)NCc3ccc(F)cc3)ncc2S1(=O)=O,-6%,.,-1%,6%,.,.,-22%,.,-18%
O=C(C1CCCN(Cc2ccc(Cl)cc2)C1)N1CCCCC1 (stereo unspecified),-3%,-1%,-6%,-29%,-9,3%,-11%,i,12%
Cc1cccc(Cn2c(N3CCc4ccccc4C3)nc3c2c(=O)[nH]c(=O)n3C)c1,i,2%,9%,0%,49,-2%,-1%,i,12%
COc1cn(-c2ccccc2)nc1C(=O)Nc1ccccc1,-17%,-11%,0%,-17%,-1,17%,-20%,i,10%
CCN(CC)CCn1c2c(c(SCC(=O)Nc3ccc4c(c3)OCCO4)nc1=O)CCCC2,-9%,4%,9%,?,10,16%,4%,i,3%
CCS(=O)(=O)c1nc(S(=O)(=O)c2ccc(Cl)cc2)c(N2CCC(O)CC2)s1,i,0%,6%,5%,-6,15%,-2%,i,13%
CCOC(=O)c1[nH]c(C)c(/C(O)=C2\C(=O)C(=O)N(CCN(C)C)C2c2ccc(C)o2)c1C (stereo unspecified),-34%[inhibitor][57.5 µM],0%,-10%,0%,5,2%,19%,i,19%
O=C(CSc1ccc(-c2ccc(F)cc2)nn1)NCC1CCCO1 (stereo unspecified),i,-4%,.,11%,-24,4%,7%,i,1%
Cc1cccc(C)c1OCC1CNC(=O)O1 (stereo unspecified),i,5%,-8%,5%,4,1%,-14%,i,-15%
COC(=O)[C@@]12CCCN1[C@H](c1ccc(-c3ccc(Cl)c(Cl)c3)cc1)[C@H]1C(=O)N(C)C(=O)[C@H]12,-37%[inhibitor],-6%,?,?,-20,-6%,39%,i,-28%
O=C1CC(c2ccccc2)CC2=C1CN(C1CCCCC1)CN2 (stereo unspecified),i,3%,0%,0%,-79*,2%,-2%,i,12%
# More compounds:
SMILES,PTHR1 ag,aSyn yeast inh,TDP43 rescue,GLP-1R inv ag,DRD3 antagonist,GLP-1R agonist,FUS suppressor,Akt phos inh,Abeta yeast res
Cc1ccc(NC(=O)c2ccccc2OCC(=O)c2ccccc2)cc1,-1%,-2%,10%,-4%,49,-4%,-5%,i,-12%
CN(CC(=O)Nc1ccc(F)cc1[N+](=O)[O-])C1CCS(=O)(=O)C1 (stereo unspecified),-30%,1%,16%,1%,21,6%,13%,i,-2%
O=C(NC1CCCN(Cc2ccc(Cl)cc2)C1)c1ccccc1C(F)(F)F (stereo unspecified),-4%,-1%,-8%,?,3,8%,-7%,i,1%
COc1ccc(/C=N/NC(=O)COc2cccc3ccccc23)c(C(=O)O)c1OC,i,5%,12%,-2%,0,-2%,.,i,-6%
COc1ccc(C(=O)Nc2ccc(Cl)cn2)cc1S(=O)(=O)N1CCCC1,-64%[inhibitor],-4%,19%,12%,-4,1%,15%,i,-17%
CCN(CC)S(=O)(=O)c1ccc(-c2nnc(SCC(C)=O)o2)cc1,i,-9%,5%,1%,-5,-8%,16%,i,11%

# Fetched by structure from above (three):
SMILES,PTHR1 ag,aSyn yeast inh,TDP43 rescue,GLP-1R inv ag,DRD3 antagonist,GLP-1R agonist,FUS suppressor,Akt phos inh,Abeta yeast res
CN(CC(=O)Nc1ccc(F)cc1[N+](=O)[O-])C1CCS(=O)(=O)C1 (stereo unspecified),-30%,1%,16%,1%,21,6%,13%,i,-2%
COc1ccc(/C=N/NC(=O)COc2cccc3ccccc23)c(C(=O)O)c1OC,i,5%,12%,-2%,0,-2%,.,i,-6%
Cc1ccc(NC(=O)c2ccccc2OCC(=O)c2ccccc2)cc1,-1%,-2%,10%,-4%,49,-4%,-5%,i,-12%

# High-throughput results deposited in PubChem by National Center for Advancing Translational Sciences (NCATS).
